Screening data (PubChem BioAssay)
TRHR ag – agonists of human TRH receptor | 360,000 tested, 0.18% active | TRHR cells, calcium flux fluo-8, FDSS agonist mode | activation, % at 2 µM | P34981; also: 0% is about no effect
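Agonist-mode FDSS calcium read (Ex 480/Em 530, 1 s cycles) in 1536-well TRHR cells with fluo-8 dye, after 10-cycle baseline and 23 nL compound addition; TRH at EC20 (10 nM final) added afterwards for the enhancer phase.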
D2 antagonist – antagonizes the human D2 dopamine receptor | P14416 | HEK293 TREx D2 cells, calcium flux, dopamine EC80 | inhibition, % at 10 µM | 340,000 tested, 2% active; in the data active = inhibition above about 30%; also: 0% is about no effect
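HEK293 T-REx D2 cells, tet-induced, calcium dye no-wash. Cpd pintool add, 180 s kinetic, then EC80 DA, 180 s kinetic. Ca flux read.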
D2 PAM – D2 dopamine receptor (human) potentiation | HEK293 T-REx D2, calcium flux, EC20 dopamine potentiation | potentiation, % at 10 µM | 340,000 tested, 0.34% active | AID 485347;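 active = potentiation over 3 SD above the plate norm, cut at about 30% in these data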; also: 0% is about no effect
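Using a no-wash calcium dye in inducible, force-coupled HEK293 Trex cells expressing D2, we tracked fluorescence each second for 180 s after compound, then for 180 s after EC20 dopamine to detect augmented signalling.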
D1 PAM – potentiators of human D1 dopamine receptor; P21728; potentiation, % at 10 µM; HEK293 TREx D1 cells, calcium flux, dopamine EC20 potentiation; 360,000 tested, 0.036% active; in the data active = potentiation above about 30%; also: 0% is about no effect
D1 ag – agonists of human D1 dopamine receptor; HEK293 T-REx D1 cells, calcium flux, agonist mode; activation, % at 2 µM; P21728; 360,000 tested, 1% active; AID 504660; also: 0% is about no effect
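Tetracycline-induced HEK293 TREx D1 cells, force-coupled to calcium signalling, were dye-loaded with a no-wash calcium kit. Compound was pin-added after a 10 s baseline. Fluorescence was read kinetically at 1 cycle/s for 180 s, with calcium rises flagged as agonism.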
TRHR enhancer – allosteric enhancers of human TRH receptor; P34981; TRHR cells, fluo-8 calcium fluorescence, EC20 TRH enhancement; enhancement, % at 2 µM; 360,000 tested, 0.66% active; in the data active = enhancement above about 30%; also: 0% is about no effect
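Enhancer read-out: after compound pinning and an initial kinetic agonist-mode read, an EC20 of TRH (10 nM final) was injected and fluo-8 calcium signal (Ex 480/Em 530) followed at 1 s/cycle for 100 cycles in TRHR-expressing cells.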
D1 antag – antagonists of human D1 dopamine receptor; P21728; HEK293 TREx D1 cells, calcium flux, dopamine EC80; active compounds read low; AID 504652; activity change, negative = inhibition, % at 10 µM; 360,000 tested, 3.2% active; in the data active = activity change below about -30%; also: % is scaled to controls: 0 for no effect and ±100 for the full control effect
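Cells carrying a force-coupled, tetracycline-inducible human D1 receptor report calcium flux. Each well gets a 10 s baseline, compound with 180 s monitoring, then an EC80 dopamine stimulus with a second 180 s kinetic read.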
D2 agonist – activates the human D2 dopamine receptor. activation, % at 2 µM. P14416. HEK293 T-REx D2 cells, calcium flux agonist mode. 340,000 tested, 0.53% active. AID 485358;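 active = activation over 3 SD above normal in the single-dose calcium agonist read, cut at about 30% in these data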; also: 0% is about no effect
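In this primary screen, compounds producing a positive calcium signal within 180 s of addition to tetracycline-induced, force-coupled HEK293 Trex D2 cells are flagged; cells are dye-loaded with a no-wash calcium kit beforehand.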
RXFP1 antag – RXFP1 (human) relaxin receptor antagonism; Q9HBX9; HEK293-RXFP1, relaxin-stimulated cAMP HTRF, 30 min; active compounds read low; 350,000 tested, 0.59% active; activity change, negative = inhibition, % at 57.5 µM;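 active = activity change of -60% or lower, but not beyond a set lower limit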; also: % is scaled to controls: 0 for no effect and ±100 for the full control effect
Target sequence (Q9HBX9 whole entry, looked up): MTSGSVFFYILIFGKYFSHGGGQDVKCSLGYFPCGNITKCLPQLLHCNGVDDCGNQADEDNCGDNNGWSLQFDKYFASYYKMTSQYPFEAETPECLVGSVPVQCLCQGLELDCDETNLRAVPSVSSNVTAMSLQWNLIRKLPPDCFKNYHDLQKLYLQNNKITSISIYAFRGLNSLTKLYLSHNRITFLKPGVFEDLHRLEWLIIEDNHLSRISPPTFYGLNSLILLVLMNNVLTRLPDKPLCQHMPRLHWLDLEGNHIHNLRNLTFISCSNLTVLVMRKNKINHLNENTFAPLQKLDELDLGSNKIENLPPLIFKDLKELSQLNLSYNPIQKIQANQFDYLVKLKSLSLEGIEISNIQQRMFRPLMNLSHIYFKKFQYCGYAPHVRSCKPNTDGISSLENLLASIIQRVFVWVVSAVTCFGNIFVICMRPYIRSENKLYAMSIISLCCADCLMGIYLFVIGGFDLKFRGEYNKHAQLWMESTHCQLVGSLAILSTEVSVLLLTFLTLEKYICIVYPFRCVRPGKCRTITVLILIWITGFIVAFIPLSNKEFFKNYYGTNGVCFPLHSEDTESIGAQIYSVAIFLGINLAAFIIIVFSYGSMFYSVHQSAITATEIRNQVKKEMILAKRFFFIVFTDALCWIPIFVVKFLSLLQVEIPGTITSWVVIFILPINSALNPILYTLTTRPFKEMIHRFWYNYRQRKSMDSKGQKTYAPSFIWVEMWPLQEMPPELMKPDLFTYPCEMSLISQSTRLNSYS
Starred values were filed as active, the others as inactive; . = not tested or not shown; & = joins results of further samples. Rule as the data show it, unless noted: active = activation above about 30%; inactive = the rest.

SMILES	TRHR ag	D2 antagonist	D2 PAM	D1 PAM	D1 ag	TRHR enhancer	D1 antag	D2 agonist	RXFP1 antag
CCOc1ccc(C2C(C#N)=C(N)N(N(C)C)C3=C2C(=O)CCC3)cc1 (stereo not drawn)	0.8	25	3	0	-1	1	11	1.2	4
Cc1cccc(-n2ncc3c2CCCC3NC(=O)Cc2c(C)noc2C)c1C (stereo not drawn)	0.0	18	-4	-5	11	-2	-13	-0.1	-2
Cc1ccc(CSC2=Nc3ccccc3C3=NC(CC(=O)NCc4ccco4)C(=O)N23)cc1 (stereo not drawn)	-0.6	-9	12	-4	6	7	12	-0.3	-22
CC(=O)NNC(=S)Nc1cc(S(=O)(=O)N(C)C)ccc1C	0.6	16	-3	-12	2	0	-11	-0.4	-6
CC(C(=O)Nc1ccc2c(c1)OCCO2)N1Cc2ccccc2C1=O (stereo not drawn)	0.5	.	13	4	0	8	-5	.	-37
Cc1oc2cc3oc(=O)cc(C)c3cc2c1C	-0.5	-9	6	7	0	-7	13	0.4	-7
Cc1ccc(NCc2cccn2-c2nnc(N3CCC(C(=O)NCCc4ccccc4)CC3)s2)cc1	-0.2	.	7	0	-2	5	9	-0.3	5
N#CNC(=Nc1ccc(F)cc1)SCc1ccccc1	1.1	3	-5	-1	4	6	-12	0.0	5
CCC(CC)c1nnc(NC(=O)c2ccco2)s1	0.3	17	-1	5	3	0	9	-1.1	-2
O=C1CC(c2ccccc2)=Nc2ccccc2N1	3.1	-1	-11	0	-1	-6	18	-0.1	-17
CC(=O)c1ccc(OCc2cc(C(=O)N3CCCCC3c3cccnc3)no2)cc1 (stereo not drawn)	0.5	23	-6	-6	20	-3	-33*	1.4	-2
CCCn1c(N)c(C(=O)COC(=O)COc2ccc(Cl)c(C)c2)c(=O)n(C)c1=O	0.6	6	-2	-4	17	2	-15	1.0	-8
Cc1c(NC(=O)Nc2ccccc2C(F)(F)F)sc2nc3n(c(=O)c12)CCC(C)CC3 (stereo not drawn)	-0.5	.	-1	1	-1	3	-21	-0.2	-1
Cc1cc(C)c(C#N)c(SCCS(=O)(=O)c2ccc(C(C)(C)C)cc2)n1	0.4	7	-1	5	4	-1	9	0.9	-3
C=CCOc1ccc(C2C(C#N)=C(N)N(Nc3ccccc3)C3=C2C(=O)CC(C)(C)C3)cc1OC (stereo not drawn)	0.0	-12	11	-4	1	4	-6	-0.1	1
Cc1cccc(OCCSc2nc3ncnc(N)c3[nH]2)c1	-0.4	1	.	-2	1	9	-18	-0.8	16
Cc1nc2c(C(=O)NCc3cccs3)cnn2c(C)c1Cc1ccc(F)cc1	0.8	4	6	-2	8	1	6	-0.4	.
CC(=O)c1ccc(-c2ccccc2[C@H]2[C@H]3C=CC[C@@H](C)[C@@H]3C(=O)N2Cc2ccccc2)cc1	0.2	9	7	-6	9	-4	19	1.0	.
O=C(COc1ccccc1)N1CCN=C1SCc1cccc(F)c1	-0.5	-2	-4	-7	5	2	-31*	-1.1	-2
Cn1c(=O)[nH]c(=O)c2c1nc(N1CCOCC1)n2CC(O)COc1ccc2ccccc2c1 (stereo not drawn)	0.1	-8	10	-7	-1	-2	10	0.0	0
Cc1cccc(C2N=C(N)Nc3nc4ccccc4n32)c1 (stereo not drawn)	-0.3&-1.6	-6	2&16	-5&2	3&0	-2&-1	2&-10	-1.4&-0.2	1
COc1ccc(NC(=O)N2CCCC(C(=O)Nc3cccc(C)c3C)C2)cc1 (stereo not drawn)	-0.2	17	-9	-5	0	2	-9	0.1	3
Cc1c(Cl)cccc1NC(=O)CSc1nnc(C)n1-c1ccccc1	-0.5	1	8	-3	4	-3	-21	-0.1	11
O=[N+]([O-])c1ccc(C(O)CN2CCN(Cc3ccccc3)CC2)cc1 (stereo not drawn)	0.7	21	-20	-2	3	-4	5	1.0	-5
COc1cc(C(=O)NCC(c2ccco2)S(=O)(=O)c2ccccc2)cc(OC)c1OC (stereo not drawn)	0.0	.	-5	0	-2	-2	.	-1.6	-21

(cont.)
SMILES	TRHR ag	D2 antagonist	D2 PAM	D1 PAM	D1 ag	TRHR enhancer	D1 antag	D2 agonist	RXFP1 antag
CN(Cc1ccccc1Cl)C(=O)C1CCC(=O)N(CCc2cccc(F)c2)C1 (stereo not drawn)	-0.8	0	-1	-3	3	4	-2	0.5	-7
COCCNC(=O)CCCn1c(=O)c2ccccc2n(Cc2ccccc2C#N)c1=O	0.3	-4	7	-8	2	13	33	2.3	-7
Cc1noc(C)c1C(=O)Nc1cccc(S(=O)(=O)N2CCOCC2)c1	0.5	-15	18	5	0	-1	-3	0.0	-5
O=C(CSC1CC(=O)N(c2ccc(C(=O)O)cc2)C1=O)Nc1ccc(Cl)cc1 (stereo not drawn)	0.4	-13	4	2	1	14	-3	0.4	-2
Cc1ccc(NC(=O)Nc2ccc3c(c2)OCO3)c(Br)c1	0.5	3	-1	-1	1	-2	-3	1.4	-8
COc1ccc(S(=O)(=O)CCC(=O)N2CC(=O)N(CCc3ccccc3)C(=O)C2)cc1	0.0	-3	-6	-5	6	-6	-10	-0.1	-1
COCCNc1nc(N)c([N+](=O)[O-])c(NCCO)n1	1.4	3	-12	-10	2	3	-4	-1.3	-2
CN1CCN(C(=O)NC2CCCCC2)CC1	1.3	-14	-4	-7	2	10	-16	0.5	5
CC(C)N1C(=O)CCC1C(=O)N1CCN(c2ccc(F)cc2)CC1 (stereo not drawn)	0.6	2	11	2	2	7	-8	0.7	0
CCOc1ccc(NC(=O)C2CCC(CNS(=O)(=O)c3ccc(Br)s3)CC2)cc1 (stereo not drawn)	0.9	.	0	7	2	4	-1	-0.6	-3
COc1cc(OC)c(CN2CCc3c([nH]c4ccccc34)C2)cc1Br	0.7	-2	-4	-9	7	-2	-49*	1.3	1
COc1ccc(C2(C(=O)Nc3ccc(C)c(C)c3)CCOCC2)cc1	-0.1	3	-16	-3	1	-3	0	1.0	4
CC1CCCN(S(=O)(=O)c2cccc(C(=O)NCc3ccco3)c2)C1 (stereo not drawn)	0.1	.	.	-1	-1	2	-12	.	13
Cc1cc(C(=O)N2CCN(Cc3ccc4c(c3)OCO4)CC2)cs1	-0.1	14	13	1	0	-9	1	0.0	19
Cc1ccc2nc(NC(=O)CN(C)S(=O)(=O)c3cccc4nsnc34)sc2c1	-0.5	-5	.	-5	-1	-1	-7	2.3	-25
CC1=C(C(=O)Nc2ccccn2)C(c2ccccc2Cl)NC(=S)N1 (stereo not drawn)	-2.0	-8	10	2	2	9	5	-1.4	-11
Cc1ccc(C(=O)NNC(=O)COc2ccc(Cl)cc2C)o1	-0.1	2	5	-7	4	3	5	0.3	-4
COc1cccc(-n2cc(CN(C)Cc3nc(Cc4ccccc4)no3)cn2)c1	-2.7	5	7	-6	0	6	14	11	0
CCOc1ccc(NC(=O)CCNS(=O)(=O)c2ccc(Br)s2)cc1	-0.4	-1	-1	-5	0	7	-11	-0.9	-9
Cn1c(=O)oc2cc(S(=O)(=O)NCc3ccncc3)ccc21	4.3	-10	5	-2	9	-4	-6	1.4	6
O=c1cc(CCl)nc2scc(-c3ccccc3)n12	0.1	-1	-12	-2	1	-2	-12	39*	-3
CCOC(=O)c1ccccc1NC(=O)c1cccs1	-0.3	0	1	0	5	-2	-4	-0.7	-7
CS(=O)(=O)N1CCN(c2ccccc2NC(=O)c2cc(Br)ccc2Cl)CC1	0.2	.	.	0	1	-12	.	.	5
Cc1nn2c(=O)cc(COC(=O)c3ccc(C(C)(C)C)cc3)nc2s1	0.7	.	16	-2	18	5	-12	-1.3	.
Cc1c(C(=O)NNS(=O)(=O)c2ccccc2)sc(=S)n1C	-0.5	-11	10	-6	2	6	-3	-0.7	.
CCOc1ccc(NC(=O)c2nccnc2CO)cc1	-0.1	12	10	2	3	-6	1	-0.5	14
CCN(CC)S(=O)(=O)c1cccc(C(=O)OCC(=O)NC(C)c2ccccc2)c1 (stereo not drawn)	0.6	5	-4	-6	3	-5	2	0.5	14
COc1ccccc1-n1c(SCC(=O)Nc2cccc(S(N)(=O)=O)c2)nc2ccccc2c1=O	0.5	-4	-4	-7	3	4	-23	2.9	0
CC(C)CC1NC(=O)N(CC(=O)N2c3ccccc3NC(=O)C2(C)C)C1=O (stereo not drawn)	0.6	-1	0	0	4	2	3	0.2	15
CC(/C=C/C1(O)C(C)CC(=O)CC1(C)C)OC1OC(CO)C(O)C(O)C1O (stereo not drawn)	0.2	-8	0	-1	0	2	13	0.0	.

Six entries from above, arranged by the number in D1 PAM, ascending:
SMILES,D1 PAM
COc1cc(OC)c(CN2CCc3c([nH]c4ccccc34)C2)cc1Br,-9
Cc1ccc2nc(NC(=O)CN(C)S(=O)(=O)c3cccc4nsnc34)sc2c1,-5
Cc1nn2c(=O)cc(COC(=O)c3ccc(C(C)(C)C)cc3)nc2s1,-2
CCOC(=O)c1ccccc1NC(=O)c1cccs1,0
Cc1cc(C(=O)N2CCN(Cc3ccc4c(c3)OCO4)CC2)cs1,1
Cc1noc(C)c1C(=O)Nc1cccc(S(=O)(=O)N2CCOCC2)c1,5

Four compounds drawn at random from those above:
SMILES	TRHR ag	D2 antagonist	D2 PAM	D1 PAM	D1 ag	TRHR enhancer	D1 antag	D2 agonist	RXFP1 antag
Cc1nc2c(C(=O)NCc3cccs3)cnn2c(C)c1Cc1ccc(F)cc1	0.8	4	6	-2	8	1	6	-0.4	.
Cc1ccc(CSC2=Nc3ccccc3C3=NC(CC(=O)NCc4ccco4)C(=O)N23)cc1 (stereo not drawn)	-0.6	-9	12	-4	6	7	12	-0.3	-22
CCC(CC)c1nnc(NC(=O)c2ccco2)s1	0.3	17	-1	5	3	0	9	-1.1	-2
COc1ccc(S(=O)(=O)CCC(=O)N2CC(=O)N(CCc3ccccc3)C(=O)C2)cc1	0.0	-3	-6	-5	6	-6	-10	-0.1	-1

Compound profiles, from the list above.
Cc1cc(C(=O)N2CCN(Cc3ccc4c(c3)OCO4)CC2)cs1 reads TRHR ag = -0.1; D2 antagonist = 14; D2 PAM = 13; D1 PAM = 1; D1 ag = 0; TRHR enhancer = -9; D1 antag = 1; D2 agonist = 0.0; RXFP1 antag = 19
Cc1ccc(C(=O)NNC(=O)COc2ccc(Cl)cc2C)o1 reads TRHR ag = -0.1; D2 antagonist = 2; D2 PAM = 5; D1 PAM = -7; D1 ag = 4; TRHR enhancer = 3; D1 antag = 5; D2 agonist = 0.3; RXFP1 antag = -4
